D2 PAM: HTS Assay for Positive Allosteric Modulators of the Human D2 Dopamine Receptor: Primary Screen for Potentiators; D(2) dopamine receptor (Homo sapiens), P14416; HEK293 T-REx D2, calcium flux, EC20 dopamine potentiation; potentiation, % at 10 µM; hit rate 0.34% among 340,000; AID 485347, 2010;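 active = potentiation over 3 SD above the plate norm, cut at about 30% in these data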; also: 0% is about no effect
Target sequence (P14416 whole entry, looked up): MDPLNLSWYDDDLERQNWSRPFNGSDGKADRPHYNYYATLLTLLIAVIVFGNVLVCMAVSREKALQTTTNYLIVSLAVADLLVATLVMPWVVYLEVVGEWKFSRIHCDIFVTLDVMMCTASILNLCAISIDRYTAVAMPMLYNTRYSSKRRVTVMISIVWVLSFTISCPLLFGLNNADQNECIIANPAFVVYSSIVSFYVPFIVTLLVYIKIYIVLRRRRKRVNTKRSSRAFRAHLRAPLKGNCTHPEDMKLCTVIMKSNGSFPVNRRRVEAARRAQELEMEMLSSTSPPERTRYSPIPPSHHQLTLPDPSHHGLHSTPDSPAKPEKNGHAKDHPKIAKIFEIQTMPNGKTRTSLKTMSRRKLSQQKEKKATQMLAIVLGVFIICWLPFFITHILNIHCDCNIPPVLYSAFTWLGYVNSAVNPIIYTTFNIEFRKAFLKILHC
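Calcium flux readout, no-wash dye, 1 read/s. Inducible HEK293 Trex D2 line, overnight 30 C. Compound alone 180 s (agonist flags), then EC20 dopamine, another 180 s to score potentiation.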
D1 antagonist: Antagonist of Human D 1 Dopamine Receptor: qHTS | activity change, negative = inhibition, % at 10 µM | D(1A) dopamine receptor (Homo sapiens), P21728 | hit rate 3.2% among 360,000 | HEK293 TREx D1 cells, calcium flux, dopamine EC80; active compounds read low; in the data active = activity change below about -30%; also: % is scaled to controls: 0 for no effect and ±100 for the full control effect
Target sequence (P21728 whole entry, looked up): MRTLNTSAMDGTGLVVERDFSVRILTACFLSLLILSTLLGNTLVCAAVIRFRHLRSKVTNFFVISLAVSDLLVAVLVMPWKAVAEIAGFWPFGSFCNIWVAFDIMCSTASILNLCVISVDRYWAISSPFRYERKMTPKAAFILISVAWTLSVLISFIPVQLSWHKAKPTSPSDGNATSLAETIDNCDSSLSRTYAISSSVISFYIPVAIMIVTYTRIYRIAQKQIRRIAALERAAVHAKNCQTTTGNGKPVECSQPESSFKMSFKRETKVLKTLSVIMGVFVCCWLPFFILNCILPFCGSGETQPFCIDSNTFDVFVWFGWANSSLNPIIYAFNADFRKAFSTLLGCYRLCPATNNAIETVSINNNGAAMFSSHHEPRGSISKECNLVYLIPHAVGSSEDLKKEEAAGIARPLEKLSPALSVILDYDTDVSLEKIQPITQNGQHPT
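Tetracycline-induced HEK293 Trex D1 cells, force-coupled to calcium, dye-loaded; compounds added and read 180 s, then EC80 dopamine added and calcium flux tracked kinetically another 180 s.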
D1 agonist: Allosteric Agonists of the Human D1 Dopamine Receptor: qHTS. hit rate 1% among 360,000. HEK293 T-REx D1 cells, calcium flux, agonist mode. activation, % at 2 µM. AID 504660, 2011; also: 0% is about no effect
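Tetracycline-induced HEK293 TREx D1 cells, force-coupled to calcium signalling, were dye-loaded with a no-wash calcium kit. Compound was pin-added after a 10 s baseline. Fluorescence was read kinetically at 1 cycle/s for 180 s, with calcium rises flagged as agonism.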
D2 antag: HTS Assay for Allosteric Antagonists of the Human D2 Dopamine Receptor: Primary Screen for Antagonists | D(2) dopamine receptor (Homo sapiens), P14416 | hit rate 2% among 340,000 | HEK293 TREx D2 cells, calcium flux, dopamine EC80 | AID 485344, 2010 | inhibition, % at 10 µM; in the data active = inhibition above about 30%; also: 0% is about no effect
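Compounds are added to dye-loaded, induced HEK293 T-REx cells coupled to calcium release via D2; after a 3 min kinetic read an EC80 dopamine stimulus is given and fluorescence is recorded for 3 more min.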
TRHR ag: qHTS for Small Molecule Agonists and Allosteric Enhancers of Human TRH Receptor: Primary Screen for Agonists; activation, % at 2 µM; Thyrotropin-releasing hormone receptor (Homo sapiens), P34981; TRHR cells, calcium flux fluo-8, FDSS agonist mode; hit rate 0.18% among 360,000; also: 0% is about no effect
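TRHR-expressing cells, plated overnight in medium with 10% serum, were loaded with fluo-8 calcium dye at room temperature. After a 10 s baseline, library compound was pin-added and calcium release was recorded kinetically (ex 480/em 530) as agonist response.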
D2 ag: HTS Assay for Allosteric Agonists of the Human D2 Dopamine Receptor: Primary Screen for Agonists; hit rate 0.53% among 340,000; activation, % at 2 µM; D(2) dopamine receptor (Homo sapiens), P14416; HEK293 T-REx D2 cells, calcium flux agonist mode;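 active = activation over 3 SD above normal in the single-dose calcium agonist read, cut at about 30% in these data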; also: 0% is about no effect
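In this primary screen, compounds producing a positive calcium signal within 180 s of addition to tetracycline-induced, force-coupled HEK293 Trex D2 cells are flagged; cells are dye-loaded with a no-wash calcium kit beforehand.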
RXFP1 antag: qHTS Assay for Antagonists of the Relaxin Receptor RXFP1; HEK293-RXFP1, relaxin-stimulated cAMP HTRF, 30 min; active compounds read low; activity change, negative = inhibition, % at 57.5 µM; hit rate 0.59% among 350,000; AID 1259400, 2018;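 active = activity change of -60% or lower, but not beyond a set lower limit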; also: % is scaled to controls: 0 for no effect and ±100 for the full control effect
TRHR enhancer: qHTS for Small Molecule Agonists and Allosteric Enhancers of Human TRH Receptor: Primary Screen for Enhancers; Thyrotropin-releasing hormone receptor (Homo sapiens), P34981; TRHR cells, fluo-8 calcium fluorescence, EC20 TRH enhancement; enhancement, % at 2 µM; hit rate 0.66% among 360,000; AID 493056, 2011; in the data active = enhancement above about 30%; also: 0% is about no effect
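TRHR-expressing cells loaded with fluo-8 calcium dye were read kinetically (ex 480/em 530) during compound addition, then stimulated with an EC20 of TRH (10 nM final). Enhancement of the Gq-mediated intracellular calcium response was scored.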
D1 potentiator: Potentiators of Human D1 Dopamine Receptor: qHTS; potentiation, % at 10 µM; D(1A) dopamine receptor (Homo sapiens), P21728; hit rate 0.036% among 360,000; HEK293 TREx D1 cells, calcium flux, dopamine EC20 potentiation; AID 504651, 2011; in the data active = potentiation above about 30%; also: 0% is about no effect
Active calls of the source: *; . = no result given. Rule as the data show it, unless noted: active = activation above about 30%; inactive = the rest.

mol | D2 PAM | D1 antagonist | D1 agonist | D2 antag | TRHR ag | D2 ag | RXFP1 antag | TRHR enhancer | D1 potentiator
COc1ccc(C(=O)Nc2cccc(OC(=O)c3ccco3)c2)cc1 | 1 | -9 | 6 | -2 | -1.7 | -2.1 | -11 | 0 | -5
O=C(CCn1c(=S)[nH]c2ccccc2c1=O)NCCc1ccc(Cl)cc1 | 21 | -24 | 3 | 14 | -0.5 | -0.5 | -19 | 5 | 5
COC(=O)N1CCc2c(sc(NC(=O)C3=COCCO3)c2C#N)C1 | -1 | -25 | 1 | 15 | -0.3 | 2.7 | -17 | -5 | -2
Cc1cccc(OC(=O)c2snnc2C)c1 | 7 | -6 | 0 | . | 0.3 | 0.3 | -13 | -1 | -1
CCCCc1cc(=O)oc2cc(C)cc(OC(C)C(=O)NC(Cc3c[nH]c4ccc(O)cc34)C(=O)O)c12 (stereo not drawn) | 3 | 4 | 1 | -3 | 0.4 | 0.1 | . | 0 | 1
CSc1nc(N)n2nc(-c3ccc(Cl)cc3)cc2n1 | -10 | 6 | 2 | -4 | 0.0 | 0.0 | -5 | -15 | 0
CCOc1ccc(C(=S)N2CCCC2)cc1OCC | 20 | -9 | 0 | 23 | 0.2 | 1.2 | 1 | -8 | 2
COc1ccc(S(=O)(=O)Nc2cccc(-c3ccc(N4CCCCCC4)nn3)c2)cc1F | -2 | -11 | -1 | . | 0.7 | -0.1 | -18 | -9 | 3
N#Cc1ccccc1CSc1ccccn1 | 3 | 2 | 1 | -1 | 0.0 | 0.7 | 35 | 6 | -4
CC(OC(=O)c1ccco1)C(=O)Nc1ncc(Cl)cc1Cl (stereo not drawn) | -7 | 0 | 1 | 6 | -0.1 | -0.4 | 6 | 3 | -1
COC(=O)C1C(c2ccc(N(C)C)cc2)C(C(=O)OC)S(=O)(=O)CS1(=O)=O (stereo not drawn) | 1 | 1 | -1 | 5 | -0.1 | 0.6 | -17 | 7 | 0
O=C1CC(c2ccc(F)cc2)C(n2cncn2)C(O)=C1C1NCCc2ccccc21 (stereo not drawn) | 0 | 12 | 0 | -17 | 0.0 | 0.2 | -1 | 8 | 0
O=C1NC(=O)c2c(NC(=O)C3CCCO3)cccc21 (stereo not drawn) | 6 | -2 | 1 | -15 | 0.3 | 0.6 | -5 | 2 | -1
Clc1c2c(nc3ccccc13)CCC2 | -9 | -9 | 3 | -19 | 0.0 | 0.0 | 8 | 1 | -9
Cc1ccc(N(C(=O)C2CCC(=O)N2)C2(C(=O)NC3CCCCC3)CCCCC2)cc1 (stereo not drawn) | -8 | -1 | 0 | 4 | 0.5 | -0.6 | 1 | -2 | 1
COC(=O)[C@]1(CC(C)C)N[C@H](c2ccc(-c3cccc(Cl)c3)cc2)[C@@H]2C(=O)N(C)C(=O)[C@@H]21 | -6 | 4 | 4 | 9 | 0.8 | 1.3 | . | 5 | -2
Cc1ccc(C)c(NC(=O)CSc2nnc(NC(=O)C3CC3)s2)c1 | -3 | 47 | 0 | 13 | 0.2 | 0.7 | 0 | -8 | -3
COc1ccc(CCC(C)Nc2cccc(F)c2)cc1 (stereo not drawn) | -3 | -3 | 5 | 0 | 0.0 | 0.4 | 16 | 4 | -2
C=CCNC(=O)/C(=C\C=C\c1ccccc1)NC(=O)c1ccc(OCCCC)cc1 | -8 | 10 | 9 | 0 | 1.7 | 1.6 | -13 | -3 | -3
CCCCc1nnc(NC(=O)CSc2nc(O)c(-c3ccccc3)c(=O)[nH]2)s1 | 6 | -20 | 2 | -24 | -0.3 | 0.3 | -11 | 6 | 0
CC(C)(C)C1(c2ccccc2)NC(=O)N(CC(=O)N2CCOCC2)C1=O (stereo not drawn) | -17 | 7 | 0 | 44* | 0.0 | 0.4 | 4 | -1 | -5
COc1ccc(C(=O)NC(=S)N2CCC(C)CC2)cc1Br | 12 | -2 | 0 | 6 | -0.8 | -2.2 | -13 | -1 | 0
CCOC(=O)Cc1csc(NC(=O)Cn2cnc3c2c(=O)n(C)c(=O)n3C)n1 | 14 | 11 | 4 | 10 | -1.3 | -0.9 | 6 | 1 | -1
COC(=O)c1ccsc1NC(=O)C1COc2ccccc2O1 (stereo not drawn) | -6 | -8 | 1 | 4 | -0.1 | -0.6 | . | -4 | .
C/C(Cl)=C\Cn1c(=O)c2c(nc3n2CCS3)n(C)c1=O | 4 | 6 | 2 | 10 | -0.2 | 0.1 | -6 | 1 | -5
Cc1ccc(OCC(=O)NNC(=S)NCc2ccccc2)cc1 | -1 | 6 | 2 | -14 | -0.3 | -1.1 | 0 | -4 | 9
COc1cc(/C=C(\NC(=O)c2ccccc2)C(=O)N2CC3CC(C2)c2cccc(=O)n2C3)cc(OC)c1OC (stereo not drawn) | 0 | 11 | 2 | 3 | 0.2 | -0.2 | -4 | -1 | 9
O=C(Nc1ccc(Cl)cc1)c1csc(Cc2ccccc2)n1 | 2 | -15 | 14 | -8 | 0.5 | 0.9 | 4 | 4 | 0
CC1CCCCN1C(=O)CN1C(=O)c2ccccc2S1(=O)=O (stereo not drawn) | -8 | -2 | 3 | -10 | 0.9 | 0.2 | 2 | 4 | -1
CC(=O)Nc1cc(C(=O)OCc2cccc([N+](=O)[O-])c2)ccc1C | -5 | 3 | 0 | -2 | 0.7 | -1.5 | 1 | -3 | 3
COc1ccc(/C=N/NS(=O)(=O)c2ccc(C)cc2)cc1 | -6 | 4 | 7 | -1 | -0.9 | -1.4 | 0 | -4 | 11
Cc1ccc(OCc2cc(C(=O)Nc3ccccc3)oc2C)cc1 | 4 | -2 | 5 | -4 | -0.3 | 0.9 | -16 | -5 | 3
Cc1ccc(F)cc1NC(=O)N1CCN(C2c3ccccc3-c3ccccc32)CC1 | 1 | 10 | 13 | -17 | 1.6 | 1.2 | -5 | 6 | 7
COc1ccc(S(=O)(=O)/N=C2/NC(=O)/C(=C/c3ccco3)S2)cc1 | 3 | -12 | 3 | 1 | 0.7 | 0.9 | -5 | -9 | -2
O=C(O)c1cnn2cc(-c3[nH]ncc3[N+](=O)[O-])cnc12 | 8 | -13 | 3 | -17 | 0.5 | -0.9 | -4 | 8 | 10
O=C(Nc1ccc(F)cc1)C1COc2ccccc2O1 (stereo not drawn) | 5 | 10 | 0 | 26 | -1.0 | 0.1 | 0 | -6 | 6

Looked up above:
Cc1ccc(F)cc1NC(=O)N1CCN(C2c3ccccc3-c3ccccc32)CC1 @ D2 antag = -17
CC1CCCCN1C(=O)CN1C(=O)c2ccccc2S1(=O)=O (stereo not drawn) @ D2 PAM = -8
CC(=O)Nc1cc(C(=O)OCc2cccc([N+](=O)[O-])c2)ccc1C @ D2 ag = -1.5
O=C(O)c1cnn2cc(-c3[nH]ncc3[N+](=O)[O-])cnc12 @ D2 PAM = 8
O=C(Nc1ccc(Cl)cc1)c1csc(Cc2ccccc2)n1 @ TRHR ag = 0.5
O=C(Nc1ccc(F)cc1)C1COc2ccccc2O1 (stereo not drawn) @ D1 antagonist = 10

Next part
mol | D2 PAM | D1 antagonist | D1 agonist | D2 antag | TRHR ag | D2 ag | RXFP1 antag | TRHR enhancer | D1 potentiator
Cn1cccc1CC(=O)N/N=C/c1ccc(Cl)c([N+](=O)[O-])c1 | -10 | -25 | 1 | -7 | 0.4 | -0.2 | -1 | -3 | -3
CCc1ccc(N(CC(=O)Nc2ccc(NC(C)=O)cc2)S(=O)(=O)c2ccccc2)cc1 | 4 | -5 | 5 | 14 | 0.3 | -9.2 | -9 | 3 | 1
COC(=O)c1cccc(C(=O)N2CCCC(Nc3ccc4c(c3)OCCO4)C2)c1 (stereo not drawn) | -6 | 8 | 4 | 1 | 0.3 | 0.8 | -19 | -1 | -2
Cc1ccc(C)c(Cn2nnc3c(=O)[nH]c(C4CCCN(C(=O)c5cccs5)C4)nc32)c1 (stereo not drawn) | 2 | 9 | 2 | -7 | -1.7 | -0.9 | 0 | 5 | -5
CCN(CC)C(=O)Oc1cc(=O)n2c3c(cccc13)CCC2 | 5 | 2 | 5 | -5 | -0.1 | 2.3 | . | -9 | -3
COc1ccc(NC2CCCN(C(=O)c3ccc4nccnc4c3)C2)cc1OC (stereo not drawn) | -2 | 21 | 3 | 6 | 0.5 | 0.0 | -2 | 7 | -2
CCCCNC(=O)N(O)C1N(/N=C/c2ccc(N(C)C)cc2)C(=S)SC1(C)C (stereo not drawn) | 2 | -15 | 2 | -2 | 0.0 | -0.6 | -10 | -2 | 6
FC(F)Oc1ccccc1NC(=S)Nc1cccc(Cl)c1Cl | -3 | 15 | 3 | -20 | -0.4 | -0.2 | 2 | 6 | 2
S=c1[nH]nc(C2CCCCC2)n1/N=C/c1ccncc1 | -1 | . | 2 | 1 | 0.0 | 11 | 1 | 1 | -5
COc1ccc2oc(=Nc3cccc(F)c3)c(C(N)=O)cc2c1 | 2 | 36 | -2 | -8 | 2.2 | 1.4 | -5 | 13 | -2
CN(Cc1ccc(OC(F)F)cc1)Cc1nc2c(Br)cc(Br)cc2c(=O)[nH]1 | -2 | -11 | 6 | 0 | 0.8 | 5.1 | 13 | -2 | 2
CCc1ccc(C(=O)NNC(=S)Nc2ccc(S(N)(=O)=O)cc2)s1 | -23 | -11 | 0 | 5 | 0.1 | 0.2 | 3 | -5 | -3
O=C(CCC(=O)Nc1ccccc1)NNS(=O)(=O)c1ccc(Cl)cc1 | -2 | 6 | 0 | -8 | 0.3 | 0.4 | -2 | 0 | 6
O=C(Cn1nnc2ccccc21)OCC(=O)c1ccc(F)cc1 | -7 | -12 | 3 | 8 | -0.4 | -0.5 | -25 | 7 | 2
Cc1cccc(C)c1NC(=O)CSc1nnnn1C | -1 | -14 | 2 | 2 | 0.5 | -0.3 | -9 | 0 | -6

Quoted at random: 2 entries already listed.
mol | D2 PAM | D1 antagonist | D1 agonist | D2 antag | TRHR ag | D2 ag | RXFP1 antag | TRHR enhancer | D1 potentiator
CC(OC(=O)c1ccco1)C(=O)Nc1ncc(Cl)cc1Cl (stereo not drawn) | -7 | 0 | 1 | 6 | -0.1 | -0.4 | 6 | 3 | -1
Cc1cccc(C)c1NC(=O)CSc1nnnn1C | -1 | -14 | 2 | 2 | 0.5 | -0.3 | -9 | 0 | -6

Screens deposited in PubChem by National Center for Advancing Translational Sciences (NCATS).
